FAS TE block – blocks the thioesterase domain of human fatty acid synthase. P49327. recombinant FAS-TE, OMFH fluorogenic substrate, fluorescence endpoint. inhibition, % at 15 µM. actives 0.67% (n = 360,000);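 active = compounds whose normalised, plate-corrected inhibition of enzyme fluorescence in the single-dose primary screen is 50% or more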;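 also: 0% = DMSO with enzyme and 100% = substrate without enzyme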
MsrA inhibitor – inhibitors of bovine MsrA; inhibition, % at 15.5 µM; purified bovine MsrA, absorbance read-out; actives 0.75% (n = 360,000); in the data active = inhibition above about 4.5%;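 also: 0% = vehicle wells with enzyme and 100% = reference inhibitor wells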
eLon inh – inhibits E. coli Lon protease; purified E. coli Lon protease, fluorescence polarization; actives 0.42% (n = 360,000); AID 602123; inhibition, % at 7.94 µM; in the data active = inhibition above about 13%, passing the limit was not always enough;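 also: 0% = enzyme with probe and DMSO and 100% = no enzyme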
MLLE-PAM2 inh – blocks PAM2 peptide binding to the PABP1 MLLE domain; P11940; GST-MLLE / FITC-PAM2 fluorescence polarization; inhibition, % at 20 µM; actives 0.36% (n = 360,000); in the data active = inhibition above about 35%, passing the limit was not always enough;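 also: plate controls were DMSO wells with GST-MLLE for no effect and wells lacking GST-MLLE protein for full effect; some results filed as inactive read as strong as hits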
SKN-1 inh – inhibitors of C. elegans SKN-1; C. elegans VP596 Pgst-4::GFP/RFP ratio, acrylamide-induced, 24 h; inhibition, % at 21.8 µM; actives 0.49% (n = 360,000); AID 624304;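 active = interference check ratio from 0.5 to 1.5 plus GFP to RFP signal ratio inhibition reaching or exceeding a fixed threshold, cut at about 30% in these data, passing the limit was not always enough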; also: some compounds called inactive have numbers as strong as hits
Tb MetRS inh – Trypanosoma brucei MetRS inhibition; purified T. brucei MetRS, ATP depletion, Kinase-Glo luminescence; inhibition, % at 11.9 µM; actives 0.4% (n = 360,000);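 active = inhibition above a per-plate cutoff of the control wells' mean inhibition plus 3 SD, cut at about 5.5% in these data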;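 also: 0% = DMSO wells median and 100% = median of wells with control inhibitor compound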
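Assay system: T. brucei methionyl-tRNA synthetase, purified | Medium: HEPES buffer with MgCl2, KCl, DTT, spermine, BSA, pyrophosphatase | Compound: 11.9 µM single point | Incubation: 15 min enzyme-compound preincubation, 2 h reaction, 10 min detection, 25 °C | Measured by: Kinase-Glo luciferase luminescence reporting remaining unconsumed ATP | Measure: % inhibition normalized to control-well medians | Replication: Singlicate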
MsrA act – activates bovine MsrA enzyme; purified bovine MsrA, absorbance read-out; activation, % at 10.6 µM; actives 0.3% (n = 360,000); AID 602163; in the data active = activation above about 7.5%;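 also: 0% = vehicle and 100% = reference activator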
MT1-MMP act inh – MT1-MMP (human) activation inhibition; P50281; HT1080 RFP-PRO-GFP cells, GFP/RFP ratio fluorescence, overnight; percent of plate control window, DMSO zero; GFP/RFP ratio change, % at 20 µM; actives 0.061% (n = 360,000); AID 651647;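 active = GFP/RFP ratio change of at least 30% with cell ATP level not reduced by more than half and red fluorescence within 50% of control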; also: strong numbers were not always called active
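Compound: 20 µM single dose, 1% DMSO / System: HT1080 RFP-PRO-GFP cells / Controls: DMSO and RFP-L50D-GFP cell wells / Read-out basis: GFP/RFP fluorescence ratio / Schedule: overnight compound exposure at 37 °C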
CendR NRP1 mod – NRP-1/CendR interaction modulation; O14786; FAM-RPARPAR peptide binding to NRP-1, fluorescence polarization; inhibition, % at 25 µM; actives 0.85% (n = 360,000); AID 602438;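 active = inhibition or corrected inhibition above about 18%, plus a signal ratio from 0.5 to 1.5, limit read from the data, passing the limit was not always enough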; also: strong numbers were not always called active
Target sequence (O14786 whole entry, looked up): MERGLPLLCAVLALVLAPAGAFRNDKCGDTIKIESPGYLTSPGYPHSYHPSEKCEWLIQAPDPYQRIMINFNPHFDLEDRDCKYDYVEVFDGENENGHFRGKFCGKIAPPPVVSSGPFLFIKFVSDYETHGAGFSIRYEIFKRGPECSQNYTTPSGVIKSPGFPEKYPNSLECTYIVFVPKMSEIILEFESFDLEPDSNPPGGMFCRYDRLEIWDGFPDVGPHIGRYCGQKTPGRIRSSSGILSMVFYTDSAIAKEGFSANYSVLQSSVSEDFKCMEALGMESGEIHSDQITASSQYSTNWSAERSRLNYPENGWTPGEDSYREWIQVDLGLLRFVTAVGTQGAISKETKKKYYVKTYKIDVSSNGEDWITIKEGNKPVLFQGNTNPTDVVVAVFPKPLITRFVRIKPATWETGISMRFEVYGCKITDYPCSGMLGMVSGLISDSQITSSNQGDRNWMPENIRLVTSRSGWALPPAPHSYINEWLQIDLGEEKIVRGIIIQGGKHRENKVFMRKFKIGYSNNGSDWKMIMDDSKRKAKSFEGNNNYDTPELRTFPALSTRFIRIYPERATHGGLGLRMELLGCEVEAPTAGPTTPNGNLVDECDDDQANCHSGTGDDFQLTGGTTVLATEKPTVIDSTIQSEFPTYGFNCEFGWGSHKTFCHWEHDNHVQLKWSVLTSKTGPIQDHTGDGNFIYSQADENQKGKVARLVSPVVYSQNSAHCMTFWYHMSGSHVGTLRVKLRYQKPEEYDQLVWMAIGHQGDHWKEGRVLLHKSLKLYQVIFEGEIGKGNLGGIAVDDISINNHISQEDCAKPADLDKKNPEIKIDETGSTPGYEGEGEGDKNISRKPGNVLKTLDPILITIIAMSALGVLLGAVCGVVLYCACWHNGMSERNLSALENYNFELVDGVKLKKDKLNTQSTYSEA
Numbers without * were called inactive; . = not tested or not shown.

SMILES | FAS TE block | MsrA inhibitor | eLon inh | MLLE-PAM2 inh | SKN-1 inh | Tb MetRS inh | MsrA act | MT1-MMP act inh | CendR NRP1 mod
Cc1nc(CNS(=O)(=O)c2cc([N+](=O)[O-])ccc2C)cs1 | -4 | -0.2 | -1 | -2 | -14 | -0.9 | -10 | -3 | 14
COc1ccc(C(=O)N2CCC(n3c(C)nc4cc(F)ccc43)CC2)cc1OC | -2 | -0.8 | -6 | -7 | -2 | -1.1 | -1 | -3 | 1
CCOc1ccccc1NC(=O)c1cc(SC)ccc1Cl | 22 | -0.6 | 5 | -2 | -2 | -0.3 | -1 | -1 | 5
O=C(CSc1nncs1)Nc1cc(S(=O)(=O)N2CCOCC2)ccc1N1CCCC1 | -4 | -0.6 | -12 | 14 | -15 | -0.5 | -2 | 1 | 0
CN(C)c1nc2c(N)ncnc2n1[C@H]1O[C@@H](CO)[C@H](O)[C@@H]1O | -4 | 0.3 | -6 | -7 | 20 | 0.2 | 0 | 2 | -1
CCOc1ccccc1-n1c(SCC(=O)NC(C)(C)C)nnc1-c1ccoc1C | -5 | 1.8 | -1 | 4 | -4 | -0.2 | -3 | 4 | 5
CCOCCCNC(=O)c1ccc(CS(=O)(=O)Cc2ccc(C)cc2)o1 | -6 | -0.1 | -11 | -1 | 4 | 0.2 | -2 | -1 | 7
CC1CCCN(CCOc2ccc(Br)cc2)C1 (stereo not drawn) | -2 | -0.5 | 4 | 2 | -8 | -0.7 | -10 | 0 | -6
Brc1cnc(N2CCCC2)nc1N1CCCCC1 | 10 | 0.0 | 5 | -6 | -4 | -0.4 | -5 | 0 | -2
CCOC(=O)c1oc2ccccc2c1CSc1nnc(-c2ccco2)o1 | 22 | -0.6 | -10 | -10 | -2 | 0.5 | -1 | 1 | 1
COc1cccc(-c2cc(NC(C)=O)c3ncc(-c4cccc(C(C)=O)c4)n3c2)c1 | 6 | 0.9 | -16 | -15 | 10 | 0.0 | -2 | 1 | -33
CC(C)Cc1nnc(NC(=O)CCC(=O)NCc2ccccc2Cl)s1 | -7 | -0.7 | 3 | 1 | 26 | -0.4 | -1 | 0 | 3
C[C@@H](CO)NC(=O)c1[nH]cnc1C(=O)Nc1ccc(CNC(=O)OC(C)(C)C)cc1 | -3 | 0.8 | 13 | -2 | 12 | 0.8 | 0 | 1 | 12
S=C(NC1CCCC1)N1CCOCC1 | -6 | -0.5 | -4 | -107 | -4 | -1.3 | -10 | -2 | 13
Cc1ccc2c(c1)nnn2C1CCN(S(=O)(=O)c2ccc(C(=O)N(C)C3CCCCC3)cc2)CC1 | 19 | -0.9 | -6 | 7 | -4 | -1.4 | -11 | 0 | 2
c1ccc(Nc2nc(N3CCCC3)nc(N3CCCC3)n2)cc1 | 13 | -0.2 | 1 | 16 | 16 | 0.4 | -3 | -8 | 3
O=C(CCNC(=O)c1ccc([N+](=O)[O-])cc1)Nc1cccc(S(=O)(=O)N2CCCCCC2)c1 | 34 | 0.8 | -7 | 15 | -9 | -0.6 | -9 | 17 | -10
O=C(Nc1cccc([N+](=O)[O-])c1)c1ccc(N2CCCC2=O)cc1 | 1 | -0.7 | 1 | -18 | 13 | 0.4 | -2 | 3 | -1
CC(C)(C)[C@H]1COC(=O)[C@@H](NC(=O)OCC2c3ccccc3-c3ccccc32)C/C=C\C[C@@H](CC(=O)N[C@@H](CO)Cc2ccccc2)C(=O)N1 | 2 | 0.4 | 11 | 5 | 5 | -0.3 | 1 | 5 | -7
Cc1ccc2nc(SCC(=O)N3CCN(c4ccccc4)CC3)nc(=O)n2c1 | -2 | 2.7 | -5 | 25 | 6 | -0.4 | -4 | 11 | -11
CC(=O)c1ccc(NC(=S)NC(=O)/C=C/c2ccccc2)cc1 | 0 | -0.9 | -2 | 8 | 1 | 1.6 | -4 | 1 | 4
CCOc1ccccc1-c1cc(-c2n[nH]c(=S)n2CC)c2ccccc2n1 | -7 | 1.3 | -7 | -145 | -7 | -1.2 | -13 | 2 | -8
O=C1C(NS(=O)(=O)c2cccs2)=C(N2CCOCC2)C(=O)c2ccccc21 | -7 | -0.5 | -4 | 9 | -13 | -0.4 | -4 | 13 | 0
COc1ccc2cc(-c3ccon3)ccc2c1 | 3 | 0.5 | -5 | 8 | 24 | -0.1 | 0 | -4 | -3
CN(C)c1ccc(NS(=O)(=O)c2cccc(Cl)c2)cc1 | 2 | 0.2 | 2 | 25 | 5 | -1.8 | -12 | 3 | 10
CCOCCCN(C)C1CCN(C(=O)c2oc3ccccc3c2NC(=O)c2ccc(F)cc2)CC1 | -4 | 1.0 | 5 | 16 | -2 | -0.1 | -3 | -10 | -5
COc1cc(/C=N\NS(=O)(=O)c2ccccc2)cc(OC)c1OC | -5 | 0.1 | 4 | -54 | 10 | 0.1 | -3 | 0 | 7
COc1ccc(-c2c(C(=O)c3ccccc3)[nH]c(N)c2C(=O)c2ccccc2)cc1OC | 2 | 2.2 | -8 | . | 8 | -0.4 | -1 | 2 | -13
CCOC(=O)Cn1c(-c2cccnc2Cl)nc2ccccc21 | -1 | -0.6 | 1 | -4 | -9 | -0.8 | -10 | -1 | -9
CCCC1CC(CCc2ccccc2)OS(=O)(=O)N1 (stereo not drawn) | 0 | -0.5 | 16 | 15 | -5 | -0.3 | -3 | 0 | 4

Looked up by compound from above, 4 records:
SMILES | FAS TE block | MsrA inhibitor | eLon inh | MLLE-PAM2 inh | SKN-1 inh | Tb MetRS inh | MsrA act | MT1-MMP act inh | CendR NRP1 mod
COc1cc(/C=N\NS(=O)(=O)c2ccccc2)cc(OC)c1OC | -5 | 0.1 | 4 | -54 | 10 | 0.1 | -3 | 0 | 7
CCOc1ccccc1-c1cc(-c2n[nH]c(=S)n2CC)c2ccccc2n1 | -7 | 1.3 | -7 | -145 | -7 | -1.2 | -13 | 2 | -8
O=C1C(NS(=O)(=O)c2cccs2)=C(N2CCOCC2)C(=O)c2ccccc21 | -7 | -0.5 | -4 | 9 | -13 | -0.4 | -4 | 13 | 0
CCOCCCN(C)C1CCN(C(=O)c2oc3ccccc3c2NC(=O)c2ccc(F)cc2)CC1 | -4 | 1.0 | 5 | 16 | -2 | -0.1 | -3 | -10 | -5

New compounds follow:
SMILES | FAS TE block | MsrA inhibitor | eLon inh | MLLE-PAM2 inh | SKN-1 inh | Tb MetRS inh | MsrA act | MT1-MMP act inh | CendR NRP1 mod
CCOC(=O)C(C)Oc1ccc(NC(=O)C(Cl)(Cl)Cl)cc1 (stereo not drawn) | -3 | -1.4 | -2 | -3 | -4 | -0.5 | -1 | -2 | 2
CC(C)c1ccc(N(CC(=O)NCCSCc2ccco2)S(C)(=O)=O)cc1 | 2 | 0.3 | -1 | -1 | 4 | 0.6 | -4 | 0 | 2
CC(Sc1nnc(C2CC2)n1-c1ccccc1)C(=O)N1CCNC1=O (stereo not drawn) | -8 | 2.4 | 0 | -35 | 13 | -0.7 | -9 | 5 | 4
O=C(NC(=S)Nc1ccc(S(=O)(=O)Nc2nccs2)cc1)c1ccc(F)c(F)c1 | -9 | 1.7 | -1 | 17 | -2 | 0.2 | -4 | 1 | 9
COc1ccc(NC(=O)CN2C(=O)c3ccccc3S2(=O)=O)cc1OC | -8 | -0.9 | 8 | -15 | -7 | 0.3 | -3 | -1 | 8
COC(=O)[C@@]1(C)[C@H]2C(=O)N(Cc3ccccc3)C(=O)[C@H]2[C@H]2CN=C(SCC3CC3)N21 | -8 | 0.3 | 2 | -98 | 6 | 0.2 | -3 | 2 | -11
O=C(CSc1nnc(CNC(=O)c2ccccc2)o1)c1ccc(Cl)cc1 | 1 | 0.6 | -6 | -41 | 22 | 0.3 | -1 | -1 | 6
Cc1cccc2nc3ccccc3nc12 | 2 | 1.6 | -8 | 0 | 8 | -0.9 | 1 | -1 | -16
COc1ccc(C(=O)N/C(=C\c2ccc(SC)cc2)C(=O)NCCCn2ccnc2)cc1OC | -6 | 3.6 | -7 | 4 | 11 | -0.1 | 0 | 1 | 17
CCOC(=O)N1CCN(C(=O)C(NC(=O)C2CCC(C)CC2)C(C)C)CC1 (stereo not drawn) | -6 | -0.8 | 5 | -5 | -19 | -0.5 | -7 | 2 | 6
Cc1noc(C)c1C(=O)OCC(=O)Nc1cccc(S(=O)(=O)N(C)C)c1 | -14 | 0.7 | -2 | -3 | -8 | -1.2 | -7 | 16 | -11
CC(=O)c1ccc([C@H]2C[C@@]34CN(C(=O)OC(C)(C)C)S(=O)(=O)[C@H]3C[C@H]2O4)cc1 | -4 | 0.0 | -3 | -7 | -2 | -0.7 | -14 | 6 | 6
COC(=O)c1cccc(NS(=O)(=O)c2ccc(OC)cc2)c1C | -5 | 0.1 | -6 | -3 | 5 | -1.3 | -2 | -7 | 2
CC(C)COC(=O)n1c(SCC(N)=O)nc2ccccc21 | 0 | -1.9 | -1 | -22 | 7 | -0.8 | -3 | 1 | -5
Cc1nc(-c2nnc(-c3ccccc3)o2)c(C(F)(F)F)o1 | -16 | 0.0 | -9 | 2 | 6 | 0.3 | -1 | 3 | -9
Cc1nc2ccccn2c1/C(O)=C1\C(=O)C(=O)N(CCN(C)C)C1c1cccnc1 (stereo not drawn) | -5 | 1.2 | -6 | 20 | 7 | 0.1 | 0 | 4 | 18
COc1ccc(N(CC(=O)N2CCc3ccccc3C2)S(=O)(=O)c2ccccc2)cc1 | 16 | 1.3 | 9 | 0 | 1 | 0.3 | -1 | -8 | 8
Cn1cc(S(=O)(=O)N2CCCC2)cc1C(=O)N1CCN(c2ccccc2)CC1 | 0 | -0.2 | -2 | 3 | 9 | 0.0 | -1 | -3 | 6
Cc1cc(C)n(-c2nc(Nc3ccccc3C(F)(F)F)nc(-n3nc(C)cc3C)n2)n1 | 5 | -0.3 | -6 | -5 | 10 | -0.8 | -1 | -14 | 6
CCOC(=O)c1ccccc1NC(=O)C1CCCO1 (stereo not drawn) | -3 | -0.6 | 0 | 4 | 0 | -0.3 | -3 | -1 | 3
CCOc1ccc(CCNC(=O)c2ccc(C)c(N3CCCC3=O)c2)cc1OCC | -1 | -1.5 | 3 | 4 | -4 | -0.6 | -3 | 2 | 6
CC(C#N)Sc1ncnc2sc(-c3ccccc3)cc12 (stereo not drawn) | 25 | 1.1 | 3 | -7 | 22 | -0.2 | 0 | -3 | -4
CC(C)N1CCC(N2CCN(Cc3cccnc3)CC2CCO)CC1 (stereo not drawn) | -6 | -0.9 | 2 | -9 | -5 | -0.1 | -2 | -4 | 2
O=C(Cn1cccc1C(=O)c1ccccc1)NCc1cccs1 | 0 | 2.7 | -4 | 5 | -7 | 0.6 | 0 | 1 | -20
Cc1ccc(C)c(NC(=O)c2c(Cl)nc3ccccn23)c1 | 8 | 1.8 | -8 | 12 | 5 | -0.7 | -4 | 3 | 8
COc1ccccc1NC(=O)CN1C(=O)CC(C)S(=O)(=O)c2ccccc21 (stereo not drawn) | -3 | 1.1 | 7 | 7 | 0 | -0.5 | -3 | -5 | 15
CC(C)(C)NS(=O)(=O)NC(=O)C1=C(N2CCCC2)COC1=O | -9 | 1.6 | -4 | -17 | -1 | -0.2 | -3 | 3 | -1
CNc1nnc(-c2ccncc2)s1 | -4 | 1.2 | -9 | 2 | 6 | -1.2 | -7 | -1 | -2
Cc1ccc(NC(=O)c2ccc(Cl)c(S(=O)(=O)N3CCc4ccccc43)c2)nc1 | 27 | 1.8 | 3 | -10 | 8 | -0.6 | -10 | 1 | -7
CCCC(=O)NC(C)c1nc(-c2ccc(C)cc2)no1 (stereo not drawn) | -14 | -0.3 | 0 | 8 | 9 | 0.1 | 1 | 5 | -4
